# KDM5B inhibitor: inhibitors of human KDM5B histone demethylase; Q9UGL1; KDM5B demethylase, FDH-coupled NADH fluorescence (FDH is formaldehyde dehydrogenase); Potency, µM (titrated, usually from 57.7 µM), inactives show at the top dose activity change, negative = inhibition, usual class: inhibitors; 220,000 tested, 2.6% active; AID 1347165; active = well fitted inhibition curve with a large enough effect; inconclusive = small, poorly fitted or top-dose-only effect; inactive = no such curve, though single readings can be large or run the other way; also: 0% is about no effect; nearly all actives have a fitted effect of over 70% in size
# Target sequence (Q9UGL1 whole entry, looked up): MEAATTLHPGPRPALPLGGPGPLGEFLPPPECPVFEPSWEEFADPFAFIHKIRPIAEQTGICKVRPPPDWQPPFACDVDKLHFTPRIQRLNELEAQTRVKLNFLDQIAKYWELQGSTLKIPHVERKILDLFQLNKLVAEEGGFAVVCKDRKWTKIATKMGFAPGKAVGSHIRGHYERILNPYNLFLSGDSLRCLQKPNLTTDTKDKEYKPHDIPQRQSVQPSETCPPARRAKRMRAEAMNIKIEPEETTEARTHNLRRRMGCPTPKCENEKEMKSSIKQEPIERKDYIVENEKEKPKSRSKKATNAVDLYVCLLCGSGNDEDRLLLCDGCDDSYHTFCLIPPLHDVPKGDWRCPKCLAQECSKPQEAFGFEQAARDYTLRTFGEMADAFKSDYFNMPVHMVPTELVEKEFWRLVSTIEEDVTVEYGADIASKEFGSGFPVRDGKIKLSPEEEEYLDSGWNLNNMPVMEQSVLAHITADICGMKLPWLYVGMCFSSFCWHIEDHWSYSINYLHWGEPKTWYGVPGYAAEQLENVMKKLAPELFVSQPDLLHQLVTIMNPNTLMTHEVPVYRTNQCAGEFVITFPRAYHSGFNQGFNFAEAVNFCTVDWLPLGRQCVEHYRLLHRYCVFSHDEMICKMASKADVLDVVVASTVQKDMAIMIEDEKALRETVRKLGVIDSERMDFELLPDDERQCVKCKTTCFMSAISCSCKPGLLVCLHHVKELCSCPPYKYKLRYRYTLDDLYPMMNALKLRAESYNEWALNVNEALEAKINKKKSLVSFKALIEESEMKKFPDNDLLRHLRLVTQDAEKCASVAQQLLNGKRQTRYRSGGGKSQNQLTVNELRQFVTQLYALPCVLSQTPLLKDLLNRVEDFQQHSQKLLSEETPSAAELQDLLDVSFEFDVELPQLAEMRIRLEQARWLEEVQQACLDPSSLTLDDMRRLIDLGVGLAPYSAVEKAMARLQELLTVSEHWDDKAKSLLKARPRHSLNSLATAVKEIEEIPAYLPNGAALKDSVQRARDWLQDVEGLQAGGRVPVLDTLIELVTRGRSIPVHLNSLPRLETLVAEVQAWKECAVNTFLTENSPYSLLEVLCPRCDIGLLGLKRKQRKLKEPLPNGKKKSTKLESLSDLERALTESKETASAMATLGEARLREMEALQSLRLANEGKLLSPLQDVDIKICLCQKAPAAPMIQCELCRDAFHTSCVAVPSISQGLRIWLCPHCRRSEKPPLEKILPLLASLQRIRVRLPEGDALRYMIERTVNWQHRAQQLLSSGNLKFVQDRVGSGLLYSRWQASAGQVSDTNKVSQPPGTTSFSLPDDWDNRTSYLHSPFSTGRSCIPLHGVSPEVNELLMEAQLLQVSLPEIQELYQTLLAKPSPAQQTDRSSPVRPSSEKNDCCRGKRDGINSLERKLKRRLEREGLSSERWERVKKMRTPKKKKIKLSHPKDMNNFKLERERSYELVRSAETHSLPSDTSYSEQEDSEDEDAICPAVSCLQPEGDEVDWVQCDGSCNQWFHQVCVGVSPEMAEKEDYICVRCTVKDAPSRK
#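 qHTS format, multiple compound concentrations. Buffer 50 mM HEPES pH 7.5/0.01% Tween-20; 200 nM KDM5BΔAP final; 10 min compound preincubation; substrate-mix levels 12.5 µM peptide, 25 µM α-KG, 0.25 mM NAD⁺; 30 min RT; ΔRFU.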
# Starred values were filed as active, the others as inactive; i = inactive; ? = inconclusive; [ ] = another dose, or the depositor's remark. Potency is read from the fitted curve at half-maximal effect. These rows are one share of the data (hit frequency here may not be typical).
SMILES,KDM5B inhibitor
Cc1ccc(NC(=O)COC(=O)CCNS(=O)(=O)c2ccccc2)c(Cl)c1,3.5%
COc1ccc(C(=O)/C=C/Nc2cc(C)ccn2)cc1,?
Cc1ncsc1C(=O)N1CCc2c(n(Cc3ccccc3)n(-c3ccccc3)c2=O)C1,2.4%[86.2 µM]
COc1ccc2c(C)c(CC(=O)NCc3ccc(Cl)cc3)c(=O)oc2c1,-80.8%
Cc1ccc(NC(=O)N2CCc3c(C(=O)NCCCN4CCCC4=O)cccc32)cc1,13.5%
CCOC(=O)N1CCC(NC(=O)c2ccc3c(c2)N(Cc2cc(C)ccc2C)C(=O)c2ccccc2S3(=O)=O)CC1,-7.5%
COc1ccc(-c2csc(NCCc3ccc(OC)c(OC)c3)n2)cc1,-16.4%
COc1cc(NC(=O)NCCn2nnc3cc(S(=O)(=O)N(C)C)ccc32)cc(OC)c1OC,12.2%
Cc1cccc(N2CCN(C(=O)Cn3c(=O)c4cccn4c4ccc(F)cc43)CC2C)c1 (configuration not stated),1.4%
COc1ccc(NC(=O)c2ccc(N3CCCN(Cc4ccccc4C)C3=O)cc2)cc1,-10.9%
COc1ccc(Cl)cc1S(=O)(=O)Nc1ncn[nH]1,13.6%
Cc1nc(C)c(C(=O)NCC2CCCCC(=O)N2)s1 (configuration not stated),-1.9%
N#Cc1cn(C2CC2)c(=O)n(Cc2coc(-c3ccc(Cl)cc3)n2)c1=O,-2.5%
Cc1ccc(Nc2nc3ccccc3nc2NS(=O)(=O)c2cccs2)cc1Cl,0.2%
O=c1oc2c(CN3CCN(CCO)CC3)c(O)ccc2cc1-c1ccccc1,i
Cc1ccc(S(=O)(=O)NCCc2cccc3cccnc23)cc1C,12.4%
CN(Cc1ccccc1)C(=O)c1cc(-c2ccccc2)nc2ccccc12,6.8%
Cc1nn(CCC#N)c(C)c1[C@@H]1C=C[C@@H](NCc2ccc(C(C)C)cc2)C1,?
CCn1c(C2CCCN(C(=O)c3ccc(C(C)(C)C)cc3)C2)nn(C)c1=O (configuration not stated),20.9%
Cc1ccc(-n2nc3c(=O)n(CCCC(=O)NCc4ccc(F)cc4)nc(C)c3c2C)cc1,7.3%
CC(=O)N[C@@H]1C[C@H](Cc2ccccc2)O[C@H](c2c(C)nn(C(C)(C)C)c2C)C1,-3.2%
CCCCc1c(O)nc(SCC(=O)N2CCOCC2)n(-c2ccccc2OC)c1=O,19.9%
COc1ccc(N2Cc3c(NCCc4ccc(Cl)cc4)ncnc3N(C)CC2=O)cc1,-1.7%
COc1ncc(-c2nccc3c(=O)cc(N4CCN(C)CC4)oc23)cn1,35.5µM*
COCCN(C(=O)CCc1ccsc1)C1CC1,9.3%
CC(CCN1CCC(C(O)(c2ccccc2)c2ccccc2)CC1)Oc1ccc(C#N)c(F)c1 (configuration not stated),-5.0%
C[C@@H]1CCC2[C@](C)(COC=O)[C@@H](OC=O)CC[C@]2(C)[C@@]12CCC1(COC(=O)C1)O2 (some centres not stated),-3.1%
CC(=O)Nc1cccc(C(=O)O)c1O,?
CC(C)c1ccc(-c2[nH]c3ccccc3c2C=O)cc1,38.9%[activator]
CCc1cc(=O)n(CC(=O)Nc2ccc(OC)c(OC)c2)c(N2CCOCC2)n1,-22.6%
O/N=C/c1ccc(OCc2ccc(Cl)cc2Cl)cc1,-0.5%
Cc1cc(C)cc(C(=O)NCC(=O)NCCc2c[nH]c3ccccc23)c1,3.3%
CN(C)c1ccc(P(=O)(OCc2ccccc2)C(O)c2ccc(Br)cc2)cc1 (configuration not stated),24.3%
Cc1ccc2nc(N(Cc3cccnc3)C(=O)c3ccco3)sc2c1,?
O=C(NC1CCCC1)c1ccc2c(Cl)c3c(nc2c1)CCC3,19.9%
CCc1ccccc1NC(=O)C1c2ccccc2C(=O)N(CCOC)C12CCCC2 (configuration not stated),-17.2%
CCOc1ccc(S(=O)(=O)Nc2cccc(C(=O)NC3CCN(C(C)C)CC3)c2)cc1,?
COCC1CN(C)CC12CCN(C(=O)CC1=CCCCC1)CC2 (configuration not stated),-17.7%
COc1ccc2c(c1)CC(C(=O)NCc1ccc(F)cc1)CO2 (configuration not stated),4.1%
CCOC(=O)c1ccc(NC(=O)CC2CCCCN(C)C2=O)cc1 (configuration not stated),-5.3%
Cc1cn2nc(C(=O)Nc3ccc4c(c3)OCCO4)cc2c(N2CCSCC2)n1,31.6µM*
COc1ccc(-c2noc(CSc3nc4ccccc4o3)n2)cc1OC,5.0%
Cc1ccc(N2C(=O)c3oc4cc(C)c(C)cc4c(=O)c3C2c2cccc(O)c2)nc1 (configuration not stated),17.8%
CC(C)OC(=O)c1c(-c2ccccc2Cl)csc1NC(=O)CCCC(=O)O,-1.4%
O=C(c1cc2cc(Cl)ccc2oc1=O)N1CCN(c2ccccc2)CC1,17.4%
O=C(O)c1ccccc1CN1CC(COc2ccccc2)C2(C1)CN(c1ccccc1)C2 (configuration not stated),9.5%[86.2 µM]
Cc1ccc(C2CCCN2S(=O)(=O)c2ccc(C)cc2)cc1 (configuration not stated),4.4%
NC(=O)NNC(=O)Nc1ccccc1,12.0%
Cc1ccc(SCc2cc(=O)oc3c(C)c(O)ccc23)cc1,-27.0%
c1n[nH]cc1C12CC3CC(CC(C3)C1)C2,26.4%
Cc1ccc(C2C=C(c3ccccc3)Nc3nc(NS(=O)(=O)c4ccc(C)cc4)nn32)cc1 (configuration not stated),?
O=C(NCCCN1CCCCC1)C1CN(S(=O)(=O)c2cccnc2)CC12CCCCC2 (configuration not stated),1.0%
COc1ccc(-c2nn(C)c(=O)c3ccccc23)cc1NC(=O)c1ccc(C)cc1,-23.6%
O=C(Nc1ccc(Br)cc1F)N1Cc2cccn2-c2ccccc21,?
Cc1ccc(NC(=O)Cn2cc(/C=C3\NC(=O)NC3=O)c3ccccc32)cc1,19.7%
O=C1CO[C@H](c2ccc(NS(=O)(=O)c3cccc(F)c3)cc2)[C@@H](CO)N1Cc1ccncc1,15.3%
O=C(c1cn[nH]c1)N1CC2(C1)CN([S+](=O)([O-])c1ccc(OC(F)(F)F)cc1)CC2COc1ccccc1 (configuration not stated),13.5%
CCN(CCCNC(=O)c1cc2c(=O)n(C)c3ccccc3c2s1)c1ccccc1,?
CCN(C(=O)CN1C(=O)NC2(CCOCC2)C1=O)c1cccc(C)c1,-4.4%
O=C1CCC(C(=O)OC2CCOC2=O)=NN1 (configuration not stated),-8.5%

# Four entries from above, field by field:
smiles: c1n[nH]cc1C12CC3CC(CC(C3)C1)C2
  KDM5B inhibitor = 26.4%

smiles: Cc1ccc(C2C=C(c3ccccc3)Nc3nc(NS(=O)(=O)c4ccc(C)cc4)nn32)cc1 (configuration not stated)
  KDM5B inhibitor = ?

smiles: O=C(NCCCN1CCCCC1)C1CN(S(=O)(=O)c2cccnc2)CC12CCCCC2 (configuration not stated)
  KDM5B inhibitor = 1.0%

smiles: COc1ccc(-c2nn(C)c(=O)c3ccccc23)cc1NC(=O)c1ccc(C)cc1
  KDM5B inhibitor = -23.6%

# Continuation.
SMILES,KDM5B inhibitor
CCCN(CCC)CCNC(=O)Cn1cnc2sc(C)c(S(=O)(=O)N3CCC(C)CC3)c2c1=O,-9.3%
CCCCCC#Cc1ccc(-c2ccc(CCCCC)cn2)cc1,23.4%
NS(=O)(=O)c1cnccc1Nc1cccc(Br)c1,22.9%
Cc1nc2ncnn2c(C)c1CCC(=O)N1CCN(c2cccc(Cl)c2)CC1,7.1%
CCN(CCO)C(=O)Cc1nc(-c2ccccc2)oc1C,9.8%
Cc1nn(-c2ccc(C(C)(C)C)cc2)c(C)c1[C@@H]1C=C[C@@H](NC(=O)CCC(=O)O)C1,-18.9%[86.2 µM]
CCC1=Nc2cc(C(=O)NCCCOC)ccc2Sc2ccc(Br)cc21,?
Cc1ccc(Cn2cc(CN(C)S(=O)(=O)c3ccccc3Br)nn2)cc1,-0.2%
CCCNC(=O)NC(=O)COC(=O)c1csc(NCCC(C)C)n1,0.4%
CN(C)C[C@@H]1CN(c2ncccn2)C[C@H]1NC(=O)c1cc2ccccc2[nH]1,28.2µM*
Cc1ccsc1CN(C)C(=O)c1cc(S(=O)(=O)N2CCOCC2)ccc1N1CCCC1,5.5%
c1ccc(COc2cccc3[nH]ccc23)cc1,-18.8%
C=CCOc1ccc(CNCc2ccccc2)cc1,-12.8%
Cc1ccc(-c2noc([C@@H]3Cc4nc[nH]c4CN3C(=O)Nc3ccc(Cl)cc3)n2)cc1,-7.4%[86.2 µM]
COC(=O)c1cn([C@H]2CO[C@H]3[C@@H]2OC[C@@H]3NC(=O)NC2CCCCC2)nn1,-0.3%[86.2 µM]
CSc1nc2ccccc2c(=O)n1CC(=O)c1ccccc1C,-20.1%
Cc1ccc(OCCN2CCC(CO)CC2)cc1,10.9%
N#CC1=C(N)N(c2ccccc2C(F)(F)F)C2=C(C(=O)CCC2)C1c1ccsc1 (configuration not stated),50.5%[activator]
Cc1ccc(CNC(=O)c2nn(-c3ccc(F)cc3)c3c2CCC3)cc1,4.5%
CCC(=O)N1c2ccc(S(=O)(=O)N3CCN(c4ccccc4)CC3)cc2CC1C (configuration not stated),12.7%
N#C/C(=C\c1c[nH]c2ccccc12)C(=O)NC1CCCC1,-5.7%
CC(=O)NCCC(=O)N1Cc2ccccc2CC2(CCCN(CC3CCCC3)C2)C1 (configuration not stated),25.3%[115 µM]
COc1ccc(-c2[nH]nc3ncc(C(=O)Nc4ccn(C)n4)nc23)c(C)c1,-19.5%[86.2 µM]
COc1ccc(-c2ccc3c(c2)C(=O)N2CCN(C(=O)c4ccccc4)C[C@@H]2C(=O)N3)cc1,?
N#Cc1ccc(NC(=O)c2nn(C3CCS(=O)(=O)C3)c3c2CCCC3)cc1 (configuration not stated),-2.3%
COc1cccc(N2C(=O)NC(=NC3CCCCC3)C23CCN([S+](=O)([O-])c2cccc(C(F)(F)F)c2)CC3)c1,18.2%[115 µM]
CCOc1ccc(CCNC(=O)c2ccc(CS(=O)Cc3cccc(Cl)c3)o2)cc1 (configuration not stated),-2.6%
Cc1cccc(-n2nnnc2SCC(=O)NCC2CCCO2)c1 (configuration not stated),39.6%[activator]
CC(C)C(=O)N1CC(c2nnc(-c3ccncc3)o2)C2(CCOCC2)C1 (configuration not stated),-1.4%
COCCOC1CN(C2CCN(Cc3ccncc3)CC2)C12CCCCC2 (configuration not stated),-20.5%
C[N+]1(CCCCCCCCCCCCCO)CCCC1,9.7%
O=C(c1ccccc1)N1CCCN(c2cc(-c3ccc(Cl)cc3)[nH]n2)CC1,?
C=CCNC(=O)c1cnn2c1CN(C(=O)OC)CC2,16.5%[149 µM]
Cc1ccccc1CN1CCN(C(C)C(=O)NCc2ccccc2)CC1 (configuration not stated),21.7%
Cc1cccc(CCNC(=O)C2N(C(C)C)C(=O)C23CCCC3)c1 (configuration not stated),-8.6%
O=C1CCCCC(C(=O)N2CC=C(c3ccccc3)CC2)N1 (configuration not stated),28.3%

# Reformatted with the structure last: part of the list above.
KDM5B inhibitor	SMILES
21.7%	Cc1ccccc1CN1CCN(C(C)C(=O)NCc2ccccc2)CC1 (configuration not stated)
-2.3%	N#Cc1ccc(NC(=O)c2nn(C3CCS(=O)(=O)C3)c3c2CCCC3)cc1 (configuration not stated)

# (listing goes on)
SMILES,KDM5B inhibitor
COc1ccc(C(=O)C(C)OC(=O)C23CC4CC(CC(Br)(C4)C2)C3)c(OC)c1 (configuration not stated),12.5%
CN1CCCC2(Cc3ccccc3CN(C(=O)Cc3ccccc3)C2)C1 (configuration not stated),2.2%[115 µM]
Cc1ccc(S(=O)(=O)Cc2noc([C@@H]3C[C@@H](O)CN3Cc3cccc(C#N)c3)n2)cc1,-12.8%
COc1ccccc1N1CCN(c2cc(C)nc3nncn23)CC1,-11.5%
Cc1noc(C)c1-c1cc2c(cc(-c3ccccc3)n2C)c(-c2cccnc2)n1,i
Cc1ccc(C(=O)Nc2ccc3oc(-c4ccc(C(C)(C)C)cc4)nc3c2)cc1,-29.3%
O=C(Nc1ccc(F)cc1F)N1CCN(c2ccc(Cl)c(Cl)c2)CC1,-22.0%
COc1cccc(-c2cc3c(=O)n(CCNC(=O)Cc4c[nH]c5ccccc45)ccn3n2)c1,-9.3%
COc1ccc(NC(=O)c2sc3nc4c(cc3c2N)CCCCCC4)cc1OC,?
O=c1c2oc3ccccc3c2n(Cc2cccc(F)c2)c(=O)n1Cc1ccco1,-19.7%
COc1ccc(NC(=O)CN2C(=O)NC(c3ccc(Cl)cc3)C3=C2COC3=O)cc1Cl (configuration not stated),5.4%
O=C(O)CCc1ccc(-c2ccc(Br)cc2)n1NC(=O)c1ccc([N+](=O)[O-])cc1,30.8%

# A different layout for some results above:
smiles: Cc1ccc(C(=O)Nc2ccc3oc(-c4ccc(C(C)(C)C)cc4)nc3c2)cc1
  KDM5B inhibitor: -29.3%
smiles: O=C(Nc1ccc(F)cc1F)N1CCN(c2ccc(Cl)c(Cl)c2)CC1
  KDM5B inhibitor: -22.0%

# New compounds follow
SMILES,KDM5B inhibitor
O=C1NCc2ccccc2CC12CCN(Cc1ccccc1Cl)CC2,24.1%[115 µM]
Cc1cc(C)c(C(=O)NCC(N)=O)c(=O)[nH]1,?
Cc1onc(-c2ccccc2)c1C(=O)N=C(N)c1ccc(C(F)(F)F)cc1,0.9%
COc1ccc(-c2ccc3ncc(Nc4ccccc4F)n3n2)cc1OC,-2.7%[86.2 µM]
CCOc1ccccc1CNC(=O)c1cnc2c(-c3ccc(OCC)c(OCC)c3)c(C)nn2c1C,-24.3%
CC(O)c1ccc(NC(=O)c2nn(C(C)C)c(=O)c3ccccc23)cc1 (configuration not stated),0.1%
CCc1nn2c(=O)cc(COC(=O)C3CCCCC3)nc2s1,-27.6%
CC(CC(=O)C(C#N)C(=O)Nc1ccccc1F)c1ccc(F)cc1 (configuration not stated),-14.5%
